T cruzi intra – blocks T. cruzi growth inside host cells; intracellular Trypanosoma cruzi in host cells, plate reader; activity score (inhibition), % at 5.01 µM; hit rate 4.9% among 22,000; in the data active = activity score above about 55%;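 note: parasites and compound incubated about four days before reading; 0% = median of neutral control wells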
INS-1E ATP HTS – INS-1E beta cell protection from cytokine death; hit rate 0.1% among 20,000; INS-1E cytokine-induced death, ATP luminescence, 48 h; normalised: neutral wells 0, positive control 100; AID 488910; protection from cytokine-induced ATP loss, % at 10 µM;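 active = mean replicate protection from cytokine-induced ATP loss at least 50% and at least 75% of replicates each reaching 50%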
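Assay system: INS-1E rat insulinoma cells. Amount: 8000 cells per well. Medium: phenol-red-free RPMI with 5% fetal bovine serum. Reagent: IL-1β, TNF-α and IFN-γ cytokine mix. Doses: one compound concentration, pin transfer. Schedule: 48 h co-treatment, 10 min post-lysis read. Detection: CellTiter-Glo luminescence measuring cellular ATP.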
Starred values were filed as active, the others as inactive; x = not tested or not shown.

SMILES	T cruzi intra	INS-1E ATP HTS
CNC[C@H]1Oc2ccc(NC(=O)CCN3CCOCC3)cc2C(=O)N([C@H](C)CO)C[C@@H]1C	2	3
CC(C)NC(=O)N(C)C[C@H]1Oc2ccc(NS(=O)(=O)c3cn(C)cn3)cc2C(=O)N([C@H](C)CO)C[C@H]1C	7	5
C[C@H](CO)N1C[C@H](C)[C@H](CN(C)Cc2ccc3c(c2)OCO3)Oc2c(NC(=O)Nc3cccc4ccccc34)cccc2C1=O	36	-24
C[C@H]1CN([C@@H](C)CO)C(=O)Cc2cc(NC(=O)Nc3ccc4c(c3)OCO4)ccc2O[C@H]1CN(C)C(=O)Nc1ccccc1	-12	12
C[C@H](CO)N1C[C@H](C)[C@H](CN(C)C(=O)Nc2ccc3c(c2)OCO3)Oc2c(NS(=O)(=O)c3ccccc3)cccc2C1=O	-14	11
Cc1ccc(S(=O)(=O)Nc2cccc3c2O[C@@H](CN(C)C(=O)NC(C)C)[C@@H](C)CN([C@@H](C)CO)C3=O)cc1	4	11
C[C@H](CO)N1C[C@H](C)[C@@H](CN(C)C)Oc2c(NC(=O)c3ccc(-c4nccs4)cc3)cccc2C1=O	17	3
C[C@H]1CN([C@@H](C)CO)C(=O)Cc2cc(NC(=O)CCCCCC(=O)Nc3ccccc3N)ccc2O[C@@H]1CN(C)S(C)(=O)=O	-30	-5
C[C@@H]1CN([C@H](C)CO)C(=O)c2cccc(NS(=O)(=O)c3ccccc3)c2O[C@@H]1CN(C)Cc1ccc(C(=O)Nc2ccccc2N)cc1	75*	11
C[C@H]1CN([C@@H](C)CO)C(=O)Cc2cc(NC(=O)Nc3ccc(C(F)(F)F)cc3)ccc2O[C@@H]1CN(C)Cc1ccc(Cl)c(Cl)c1	-5	-12

Profiles, quoted from the list:
Profile of C[C@H](CO)N1C[C@H](C)[C@@H](CN(C)C)Oc2c(NC(=O)c3ccc(-c4nccs4)cc3)cccc2C1=O → T cruzi intra: 17; INS-1E ATP HTS: 3
Profile of CC(C)NC(=O)N(C)C[C@H]1Oc2ccc(NS(=O)(=O)c3cn(C)cn3)cc2C(=O)N([C@H](C)CO)C[C@H]1C → T cruzi intra: 7; INS-1E ATP HTS: 5
Profile of Cc1ccc(S(=O)(=O)Nc2cccc3c2O[C@@H](CN(C)C(=O)NC(C)C)[C@@H](C)CN([C@@H](C)CO)C3=O)cc1 → T cruzi intra: 4; INS-1E ATP HTS: 11

(next part)
SMILES	T cruzi intra	INS-1E ATP HTS
C[C@@H]1CCCCO[C@H](CN(C)Cc2ccc(C(F)(F)F)cc2)[C@@H](C)CN([C@H](C)CO)C(=O)c2cc(NC(=O)c3ccccc3)ccc2O1	39	-2
CC(C)NC(=O)Nc1ccc2c(c1)C(=O)N([C@H](C)CO)C[C@H](C)[C@@H](CN(C)C(=O)Nc1ccc3c(c1)OCO3)O2	-19	6
C[C@@H]1CCCCO[C@@H](CN(C)CC2CC2)[C@@H](C)CN([C@H](C)CO)C(=O)c2cc(NS(=O)(=O)c3ccc(F)cc3)ccc2O1	7	5
Cc1ccc(S(=O)(=O)N(C)C[C@H]2Oc3c(NS(=O)(=O)c4ccc(F)cc4)cccc3C(=O)N([C@H](C)CO)C[C@H]2C)cc1	37	5
C[C@@H]1CN([C@@H](C)CO)C(=O)c2cccc(NC(=O)Nc3cccc4ccccc34)c2O[C@H]1CN(C)CC1CC1	4	1
COc1ccc(CN(C)C[C@@H]2OCc3cnnn3CCCC(=O)N([C@@H](C)CO)C[C@H]2C)cc1	-9	x
C[C@H]1CN([C@@H](C)CO)C(=O)Cc2cc(NC(=O)Cc3cn(C)c4ccccc34)ccc2O[C@H]1CN(C)C(=O)Nc1cccc2ccccc12	0	8
C[C@H]1CN([C@@H](C)CO)C(=O)Cc2cc(NC(=O)Nc3ccc4c(c3)OCO4)ccc2O[C@@H]1CN(C)Cc1ccc(C(F)(F)F)cc1	71*	-42
C[C@@H]1CN([C@H](C)CO)C(=O)c2cccc(NC(=O)c3nc4ccccc4s3)c2O[C@@H]1CN(C)CC1CCCCC1	13	-48
C[C@@H]1CN([C@H](C)CO)C(=O)c2cc(NC(=O)Nc3cccc4ccccc34)ccc2O[C@@H]1CN(C)Cc1ccc(C(F)(F)F)cc1	75*	-11
C[C@@H]1CN([C@@H](C)CO)C(=O)c2cc(NC(=O)Nc3ccc(C(F)(F)F)cc3)ccc2O[C@@H]1CN(C)Cc1ccncc1	-5	-8
C[C@H]1CN([C@@H](C)CO)C(=O)c2cc(NC(=O)Nc3ccc4c(c3)OCO4)ccc2O[C@H]1CN(C)C(=O)Nc1cccc2ccccc12	-25	7
Cc1noc(C)c1NC(=O)N(C)C[C@@H]1Oc2c(NC(=O)CCCCCC(=O)Nc3ccccc3N)cccc2C(=O)N([C@@H](C)CO)C[C@@H]1C	-28	0
C[C@H]1CN([C@@H](C)CO)C(=O)Cc2cc(NC(=O)Nc3ccc4c(c3)OCO4)ccc2O[C@H]1CN(C)S(=O)(=O)c1ccc(F)cc1	-6	-12
C[C@H]1CN([C@@H](C)CO)C(=O)CCCn2cc(nn2)CO[C@H]1CN(C)Cc1ccc(-c2ccccc2)cc1	-3	x
Cc1ccc(S(=O)(=O)Nc2cccc3c2O[C@H](CN(C)S(=O)(=O)c2ccc(Cl)cc2)[C@@H](C)CN([C@@H](C)CO)C3=O)cc1	4	11
C[C@H]1CN([C@@H](C)CO)C(=O)c2cccc(NC(=O)c3ccncc3)c2O[C@@H]1CN(C)C(=O)NC1CCCCC1	-8	1
CCCN(C)C[C@@H]1OCCCC[C@@H](C)Oc2ccc(NC(=O)NC3CCCCC3)cc2C(=O)N([C@H](C)CO)C[C@@H]1C	17	-1
O=C(CCCCCCC(=O)Nc1ccccc1O)N/N=C/c1ccc(O)c(F)c1	-8	0
Cc1ccc(S(=O)(=O)Nc2cccc3c2O[C@H](CN(C)Cc2ccc(Oc4ccccc4)cc2)[C@H](C)CN([C@H](C)CO)C3=O)cc1	38	-47
C[C@@H]1CN([C@H](C)CO)C(=O)c2cccc(NC(=O)C3CCCCC3)c2O[C@H]1CN(C)Cc1ccncc1	24	11
C[C@H](CO)N1C[C@H](C)[C@H](CN(C)S(=O)(=O)c2ccccc2)Oc2ncc(Br)cc2C1=O	20	x
C[C@@H]1CN([C@H](C)CO)C(=O)c2cc(NC(=O)c3ccncc3)ccc2O[C@@H]1CN(C)Cc1ccc(C(F)(F)F)cc1	-3	-4
COc1ccc(NC(=O)N(C)C[C@@H]2Oc3ccc(NC(=O)Nc4cccc5ccccc45)cc3CC(=O)N([C@H](C)CO)C[C@H]2C)cc1	-6	1
C[C@H](CO)N1C[C@H](C)[C@@H](CN(C)Cc2ccc(-c3ccccc3)cc2)Oc2c(NC(=O)Nc3cccc4ccccc34)cccc2C1=O	28	-19
CC(C)NC(=O)N(C)C[C@H]1Oc2c(NS(C)(=O)=O)cccc2C(=O)N([C@H](C)CO)C[C@H]1C	-12	10
COc1ccc(S(=O)(=O)N(C)C[C@@H]2Oc3ccc(N(C)C)cc3CC(=O)N([C@H](C)CO)C[C@@H]2C)cc1	7	2
CC(C)NC(=O)Nc1ccc2c(c1)C(=O)N([C@@H](C)CO)C[C@@H](C)[C@@H](CN(C)Cc1ccncc1)O2	3	-3
C[C@@H]1CN([C@H](C)CO)C(=O)c2cc(NC(=O)Nc3ccc4c(c3)OCO4)ccc2O[C@H]1CN(C)Cc1ccc(-c2ccccc2)cc1	5	-36
C[C@@H]1CN([C@@H](C)CO)C(=O)c2cc(NC(=O)Nc3ccccc3)ccc2O[C@@H]1CN(C)Cc1ccncc1	-14	x
Cc1cc(C(=O)Nc2cccc3c2O[C@@H](CN(C)S(=O)(=O)c2ccccc2)[C@H](C)CN([C@H](C)CO)C3=O)n(C)n1	-5	9
Cc1noc(C)c1NC(=O)Nc1ccc2c(c1)CC(=O)N([C@@H](C)CO)C[C@@H](C)[C@@H](CN(C)C(=O)Nc1c(C)noc1C)O2	-6	3
Cc1noc(C)c1NC(=O)N(C)C[C@H]1Oc2ccc(NC(=O)Cc3ccccc3)cc2CC(=O)N([C@H](C)CO)C[C@H]1C	-17	11
C[C@H]1CN([C@@H](C)CO)C(=O)c2cccc(NC(=O)NC3CCCCC3)c2O[C@@H]1CN(C)S(=O)(=O)c1ccc(Cl)cc1	-28	5
C[C@@H]1CN([C@@H](C)CO)C(=O)c2cc(NS(=O)(=O)c3cccs3)ccc2O[C@@H]1CN(C)C(=O)NC1CCCCC1	3	x
C[C@@H]1CN([C@@H](C)CO)C(=O)CCCn2nncc2CO[C@@H]1CN(C)C(=O)Nc1ccc(N2CCCCC2)cc1	-6	x
Cc1noc(C)c1NC(=O)N(C)C[C@@H]1Oc2ccc(NC(=O)CCN3CCOCC3)cc2C(=O)N([C@H](C)CO)C[C@H]1C	-6	5
C[C@H](CO)N1C[C@H](C)[C@H](CN(C)CC2CC2)Oc2c(NC(=O)NC3CCCCC3)cccc2C1=O	10	-3
C[C@@H]1CN([C@H](C)CO)C(=O)c2cccc(NS(C)(=O)=O)c2O[C@@H]1CN(C)Cc1ccc(Cl)c(Cl)c1	-10	-4
C[C@H]1CN([C@@H](C)CO)C(=O)CCCn2cc(nn2)CO[C@H]1CN(C)Cc1ccncc1	-15	3
COC(=O)CCCCCCC(=O)N/N=C/c1ccc(F)cc1	-3	2
CNC[C@H]1Oc2ccc(NC(=O)Nc3ccc4c(c3)OCO4)cc2CC(=O)N([C@@H](C)CO)C[C@H]1C	-16	-12
COc1ccc(NC(=O)Nc2ccc3c(c2)C(=O)N([C@@H](C)CO)C[C@H](C)[C@H](CN(C)S(=O)(=O)c2cccs2)O3)cc1	-6	1
C[C@H]1CN([C@@H](C)CO)C(=O)Cc2cc(NC(=O)Nc3ccccc3)ccc2O[C@@H]1CN(C)CC1CCCCC1	27	-17
O=C(N/N=C/c1cccc(B(O)O)c1)c1ccccn1	-8	4
CC(C)NC(=O)N(C)C[C@@H]1Oc2ccc(NC(=O)Nc3ccc(F)cc3)cc2C(=O)N([C@@H](C)CO)C[C@@H]1C	-29	2
C[C@H](CO)N1C[C@H](C)[C@H](CN(C)C(=O)Nc2ccccc2)Oc2c(cccc2N(C)C)C1=O	-21	-8
Cc1noc(C)c1NC(=O)N(C)C[C@H]1Oc2c(NC(=O)CCCCCC(=O)Nc3ccccc3N)cccc2C(=O)N([C@@H](C)CO)C[C@@H]1C	-33	5
C[C@H]1CN([C@@H](C)CO)C(=O)c2cc(NS(=O)(=O)c3ccc(F)cc3)ccc2O[C@H]1CN(C)S(=O)(=O)c1cccs1	34	x
COc1ccc(NC(=O)N(C)C[C@H]2Oc3ccc(NS(=O)(=O)c4cccs4)cc3C(=O)N([C@@H](C)CO)C[C@@H]2C)cc1	0	1

4 neighbouring compounds already listed:
SMILES	T cruzi intra	INS-1E ATP HTS
COC(=O)CCCCCCC(=O)N/N=C/c1ccc(F)cc1	-3	2
CNC[C@H]1Oc2ccc(NC(=O)Nc3ccc4c(c3)OCO4)cc2CC(=O)N([C@@H](C)CO)C[C@H]1C	-16	-12
COc1ccc(NC(=O)Nc2ccc3c(c2)C(=O)N([C@@H](C)CO)C[C@H](C)[C@H](CN(C)S(=O)(=O)c2cccs2)O3)cc1	-6	1
C[C@H]1CN([C@@H](C)CO)C(=O)Cc2cc(NC(=O)Nc3ccccc3)ccc2O[C@@H]1CN(C)CC1CCCCC1	27	-17

Continuation.
SMILES	T cruzi intra	INS-1E ATP HTS
C[C@H]1CN([C@@H](C)CO)C(=O)c2cc(NS(=O)(=O)c3ccccc3)ccc2O[C@@H]1CN(C)S(=O)(=O)c1ccccc1	20	-9
C[C@H]1CN([C@@H](C)CO)C(=O)CCCn2nncc2CO[C@@H]1CN(C)C(=O)c1cc(-c2ccccc2)on1	-23	-6
COc1ccc(NC(=O)Nc2cccc3c2O[C@@H](CN(C)C(=O)Nc2ccccc2)[C@H](C)CN([C@H](C)CO)C3=O)cc1	10	1
CC(C)NC(=O)Nc1cccc2c1O[C@@H](CN(C)C)[C@@H](C)CN([C@H](C)CO)C2=O	-8	8
C[C@H]1CN([C@@H](C)CO)C(=O)Cc2cc(NC(=O)Nc3ccc4c(c3)OCO4)ccc2O[C@H]1CN(C)CC1CCCCC1	-6	0
C[C@@H]1CN([C@@H](C)CO)C(=O)Cc2cc(NS(C)(=O)=O)ccc2O[C@@H]1CN(C)S(=O)(=O)c1cccs1	-10	-1
C[C@H](CO)N1C[C@H](C)[C@H](CN(C)C)Oc2ccc(NC(=O)Nc3ccc4c(c3)OCO4)cc2C1=O	0	9
C[C@@H]1CN([C@@H](C)CO)C(=O)c2cc(NC(=O)Nc3cccc4ccccc34)ccc2O[C@@H]1CN(C)S(=O)(=O)c1ccccc1	-7	-12
C[C@H]1CN([C@@H](C)CO)C(=O)c2cc(NS(=O)(=O)c3ccc(F)cc3)ccc2O[C@@H]1CN(C)C(=O)Nc1ccccc1	1	x
COc1ccc(S(=O)(=O)Nc2ccc3c(c2)CC(=O)N([C@H](C)CO)C[C@@H](C)[C@H](CN(C)C)O3)cc1	-12	3
C[C@H](CO)N1C[C@H](C)[C@@H](CN(C)Cc2ccc(Cl)c(Cl)c2)Oc2ccc(NC(=O)Nc3ccc4c(c3)OCO4)cc2C1=O	9	-5
Cc1ccc(S(=O)(=O)Nc2ccc3c(c2)CC(=O)N([C@H](C)CO)C[C@@H](C)[C@@H](CN(C)Cc2ccc(Cl)c(Cl)c2)O3)cc1	71*	-51
C[C@H]1CN([C@@H](C)CO)C(=O)Cc2cc(NS(C)(=O)=O)ccc2O[C@H]1CN(C)Cc1ccccc1	-37	5
